AI-2 QS modul: modulates the Vibrio harveyi AI-2 quorum sensing system | 300,000 compounds, 0.4% hits | Vibrio harveyi JMH597 AI-2 luminescence/OD600 ratio, 9 h; hits give low values; strain lacks LuxN and CqsS sensors; 0 = neutral-control median | AID 2094 | activity change, % at 7.5 µM; in the data active means activity change below about -75%, passing the limit was not always enough;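 further: luminescence divided by OD600 gain over 9 h not by final OD600 alone; inactives centre near 13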
SKKanGAS inh: SKKanGAS growth inhibition | S. pyogenes SKKanGAS, kanamycin growth, BacTiter-Glo, 6 h | inhibition, % at 7.5 µM | 300,000 compounds, 1.3% hits | AID 1662;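 active means mean replicate score, as percent of positive control median, at least 50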;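 further: strain carries kanamycin resistance gene driven by streptokinase promoter and grows in 40 µg/ml kanamycin; loss of luminescence reflects streptokinase promoter inhibition or plain growth inhibition; 0% = median of DMSO wells and 100% = positive control at its reference dose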
KLF5 inhibitor: inhibitors of KLF5 expression | AID 1700 | 290,000 compounds, 0.23% hits | inhibition, % at 5 µM | DLD-1 KLF5 promoter-luciferase reporter, luminescence;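 active means inhibition above a per-plate limit of that plate's mean compound inhibition plus 3 SD, cut at about 60% in these data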;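 further: 0% = DMSO wells and 100% = LY294002 at 200 µM; higher means less KLF5 promoter-driven luciferase light; inactives centre near -14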
aSyn UTR inh: 5' untranslated region of α-synuclein, MLPCN primary screen. alpha-synuclein 5'UTR reporter, inhibitor activity. inhibition, % (tested at 7.5 µM). 300,000 compounds, 0.82% hits; in the data active means inhibition above about 60%;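 further: H4 neuroglioblastoma cells stably carrying SNCA 5'UTR luciferase fusion; 0% = DMSO wells and 100% = positive control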
HSP90 refold inh: inhibitors of HSP90 luciferase refolding in rabbit reticulocyte lysate; AID 1789; 290,000 compounds, 0.91% hits; luciferase refolding luminescence, 3 h; inhibition, % at 5.6 µM;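 active means inhibition above the screen-wide mean plus 3 SD, computed separately per campaign, cut at about 16% in these data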;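 further: 0% = DMSO wells and 100% = 60 µM geldanamycin wells; inhibitors lower the luminescence because luciferase stays unfolded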
IEC-6 cytotox: IEC-6 cytotoxicity, counter-screen for KLF5 inhibitors. 290,000 compounds, 0.78% hits. luminescence viability. inhibition, % at 5 µM. AID 1825; in the data active means inhibition above about 22%;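 further: 0% = plate median of test compound wells and 100% = cytotoxic reference compound wells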
HSF1 inh: HSF1 inhibition; NIH3T3-HGL HSE-luciferase, MG132-induced, luminescence 8 h; hits give low values; activity change, negative = inhibition, % at 7.5 µM (by protocol); 300,000 compounds, 0.77% hits; AID 2098;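 active means more than half of replicate wells show activity change below -50%, luminescence cut by over half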;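 further: luciferase reports HSF-1 transcriptional activity via heat shock element; 0% = median of DMSO wells and -100% = zero luminescence signal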
Platelet DG rel: modulates dense granule release in human platelets. human platelet-rich plasma, SFLLRN dense granule ATP release, luminescence. inhibition, %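 (compounds screened at 7.5 µM in platelet-rich plasma)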. 300,000 compounds, 0.22% hits;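 active means mean replicate score, as percent of positive control, at or above 50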
HSF1 activator: increases HSF-1 driven luciferase reporter signal; NIH3T3-HGL HSF-1 luciferase reporter, MG132, 8 h; 100% = twice DMSO control signal; activation, % at 9 µM; 300,000 compounds, 1.7% hits;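 active means mean replicate activation of at least 50% with a set share of replicates each reaching 50%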;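 further: 0% = median of the neutral control wells and 100% = twice that signal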
HIF act: HIF pathway transcriptional activation. U2OS HRE-luciferase reporter, luminescence; normalized: DMSO 0%, desferrioxamine 100%. activation, % at 7.5 µM (by protocol). 300,000 compounds, 0.32% hits;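 active means mean activation of at least 10% of the iron chelator positive control signal, with at least half of replicates also reaching 10%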
An asterisk follows results filed as active; nt = no result given.

item | molecule | AI-2 QS modul | SKKanGAS inh | KLF5 inhibitor | aSyn UTR inh | HSP90 refold inh | IEC-6 cytotox | HSF1 inh | Platelet DG rel | HSF1 activator | HIF act
1 | O=C(Nc1cccc(C(F)(F)F)c1)C12CC3CC(CC(C3)C1)C2 | 2.5 | 17.8 | -13.0 | 5.9 | 3.6 | -0.2 | -15.2 | 0.8 | -24.7 | 0.0
2 | Cc1ccc(N2CC(C)Cn3c2nc2c3c(=O)[nH]c(=O)n2C)cc1 (stereo not given) | 10.0 | 1.1 | -2.2 | 17.7 | -2.2 | 3.3 | -4.4 | 0.5 | 2.6 | -0.9
3 | CCN1C(=O)[C@H]2[C@@H](c3ccc(-c4ccccc4)cc3)N3CCCC[C@@]3(C(=O)OC)[C@H]2C1=O | 14.1 | 22.1 | nt | 1.4 | nt | nt | -1.0 | -4.4 | 17.1 | -0.2
4 | NC(=O)c1oc2ccccc2c1NC(=O)c1nc2ccccc2s1 | 10.5 | -5.9 | -25.6 | -120.7 | 0.1 | 6.8 | 21.9 | -67.1 | 43.0 | 2.5
5 | Nc1nonc1-c1nc2ccccc2n1CC(=O)N1CCN(c2ccc(F)cc2)CC1 | 1.1 | 0.9 | -26.4 | 3.1 | 1.2 | -6.9 | -1.4 | -0.3 | 11.1 | -0.1
6 | Cc1nn(-c2ccccc2)c(Cl)c1/C=N/O | 1.4 | 4.1 | 5.2 | 8.9 | 2.6 | 3.6 | -1.8 | -1.3 | -2.0 | 0.1
7 | CC(C)Cn1c(C(C)C)nc([N+](=O)[O-])c1S(=O)(=O)c1ccc(F)cc1 | 28.6 | 8.9 | -11.9 | -35.8 | 6.6 | 0.2 | 17.6 | -2.2 | 22.0 | 0.3
8 | CN(C)CCCCNCCCNC(=O)/C=N\O | -0.8 | -2.2 | 6.4 | 15.5 | -2.6 | -1.6 | 26.1 | -9.9 | 62.0* | 1.0
9 | Cc1ccc(NC(=O)C(OC(=O)c2ccccc2Cl)c2ccccc2)cc1Cl (stereo not given) | 13.4 | 3.6 | 20.1 | 3.4 | 6.5 | -2.4 | 6.4 | 8.5 | 13.5 | -0.1
10 | CCOc1ccc(S(=O)(=O)N2Cc3ccccc3CC2C(=O)NCCCn2ccnc2)cc1 (stereo not given) | 8.3 | -3.0 | -6.2 | -10.9 | 1.5 | 3.6 | -0.6 | -0.1 | -11.8 | 0.0
11 | O=[N+]([O-])c1cc(Cl)cc(/C=N/Nc2nc3ccccc3s2)c1O | 88.9 | 82.3* | -16.1 | -77.7 | -2.6 | -6.9 | 18.7 | -0.4 | 35.2 | 1.2
12 | Cc1nc2sc(C(c3ccccc3)N3CC(C)OC(C)C3)c(O)n2n1 (stereo not given) | 19.6 | -4.5 | 5.1 | -0.8 | 3.6 | 3.7 | 0.0 | 2.6 | -11.2 | 0.1
13 | COc1ccc(CCN2CCCn3c2nc2c3c(=O)n(Cc3ccccc3F)c(=O)n2C)cc1OC | 21.0 | 1.2 | 5.6 | 6.2 | 1.1 | -5.9 | -1.1 | 1.3 | -5.3 | -0.5
14 | Cc1cc(-c2nc3ccccc3[nH]2)ccc1N | 7.3 | 5.5 | -77.1 | -29.7 | 5.6 | 12.7 | 30.1 | 26.9 | 36.8 | 1.9
15 | COc1ccc(NC(=O)CN(C)C(=O)CCCSc2nc3ccccc3[nH]2)cc1 | 11.6 | -2.8 | nt | -23.1 | nt | nt | -1.0 | -2.0 | 8.1 | -8.6
16 | CC1(C)CN(c2ccc(F)cc2)C1=O | 22.9 | -2.2 | 0.3 | -22.5 | -0.7 | -3.1 | 1.0 | 1.0 | 1.9 | 0.3
17 | O=C(CSc1nccc(=O)[nH]1)NC1CCCc2ccccc21 (stereo not given) | 18.2 | -11.7 | -25.0 | 2.4 | -0.6 | -6.7 | -0.7 | 13.7 | -5.7 | -0.1
18 | O=C(CCl)N1c2ccccc2OCC1c1ccccc1 (stereo not given) | 19.9 | 3.3 | -16.4 | -20.2 | 1.4 | -3.2 | 9.5 | -8.1 | 2.7 | -0.3
19 | Cc1ccc(S(=O)(=O)N2CCN(C(=O)c3ccc(OCc4c(C)noc4C)cc3)CC2)cc1 | 5.5 | 0.8 | 3.7 | -5.0 | -0.2 | -4.2 | -4.0 | -4.3 | 2.8 | -0.7
20 | COc1cccc(N2CCN(CC(=O)c3c[nH]c4ccc(OC)cc34)CC2C)c1 (stereo not given) | 5.5 | -17.0 | -5.6 | 35.3 | -2.7 | 5.5 | -2.1 | -1.2 | -6.1 | -0.2
21 | CCOc1ccc(C2/C(=C(/O)c3ccc4c(c3)CC(C)O4)C(=O)C(=O)N2CC2CCCO2)cc1 (stereo not given) | 8.3 | 0.5 | -33.0 | -3.6 | -3.8 | 2.7 | -2.7 | -5.4 | 18.0 | -0.5
22 | COc1ccc(F)cc1S(=O)(=O)NCC1CCCO1 (stereo not given) | 1.8 | 1.7 | -6.5 | 11.8 | 0.8 | -6.6 | -3.2 | 1.4 | -7.2 | 2.1
23 | CCOc1ccc(N2C(=O)Nc3ccccc3C2(O)C(=O)NCc2ccccc2)cc1 (stereo not given) | 7.9 | 0.6 | -36.6 | 0.0 | 0.5 | -2.9 | 1.7 | 4.5 | -10.0 | 0.5
24 | COc1cc(/C=N/N=C2/NC(=O)C(CC(=O)O)S2)ccc1OCc1cccc(Cl)c1 (stereo not given) | 10.8 | -2.8 | -18.8 | -184.9 | 3.5 | -2.0 | 10.5 | 7.9 | 14.9 | 0.7
25 | COc1cccc(NC(=O)NNC(=O)C(C)Oc2ccc3ccccc3c2)c1 (stereo not given) | 3.6 | -10.8 | 1.4 | -10.0 | -6.6 | -0.8 | -5.2 | 10.6 | -3.2 | 0.7
26 | Cn1cccc1Cc1nnc(SCC(=O)NCc2ccc(F)cc2)n1-c1ccc(F)cc1 | 34.1 | 4.2 | nt | -4.3 | nt | nt | 4.7 | -11.9 | 28.0 | -0.4
27 | CCN1CCN(CCCNC(=O)c2ccc(NC(=O)C3=C(C)OCCS3)cc2)CC1 | 5.0 | 8.6 | -27.7 | 19.9 | -5.5 | 2.1 | -4.3 | -12.8 | 16.3 | 0.0
28 | CS(=O)(=O)N1CCC(C(=O)N2CCN(Cc3ccccc3)CC2)CC1 | 17.0 | -3.9 | -19.5 | -17.3 | -2.8 | -2.0 | 9.3 | 3.3 | -1.4 | -1.1
29 | Cc1nn(C(C)C(=O)N2CCCC2)c(=O)c2nn(-c3ccccc3)c(C)c12 (stereo not given) | 29.1 | 0.0 | -4.3 | 1.4 | 2.1 | 2.5 | -3.2 | 1.6 | 14.4 | -0.2
30 | COCCNC(=O)C(NC(=O)C1CCCCC1)C(C)C (stereo not given) | -0.1 | -0.6 | -28.6 | 1.3 | -0.6 | 5.3 | 3.6 | -18.6 | -14.9 | -0.4
31 | CC(C)(C)CC(C)(C)NC(=O)CSCC(=O)Nc1ccc2ccccc2c1 | 24.1 | 6.1 | -26.9 | 4.2 | -2.8 | 4.5 | 3.0 | 0.5 | 14.8 | -0.3
32 | CCS(=O)(=O)N1CCN(C(=O)c2cccnc2)CC1 | 21.2 | 2.6 | -11.6 | 13.2 | -1.0 | 2.9 | -2.7 | 1.2 | -14.8 | -0.3
33 | COc1ccc(CC(=O)N/N=C(/C)c2ccco2)cc1 | 8.7 | -4.7 | -8.2 | 10.8 | -4.0 | -5.7 | nt | 5.3 | nt | -0.1
34 | CC(C)NC(=O)C(=O)NCCc1ccc(Cl)cc1 | 36.3 | -4.1 | -26.5 | 0.1 | 0.4 | -2.1 | 1.9 | -1.7 | -1.2 | 0.0
35 | Cc1cc(C)c2c(CC(=O)N3CCCC3)coc2c1 | nt | -0.5 | -62.9 | 2.6 | 1.6 | -5.4 | -5.0 | 10.6 | -4.2 | 3.1
36 | CCN1C(=O)/C(=C\C(=O)c2cccs2)c2cc(Br)ccc21 | 12.3 | 37.6 | -42.4 | 7.3 | 2.4 | -7.8 | 8.3 | 1.9 | -6.4 | 0.3
37 | CCCCOc1ccc(CNC(=O)NS(=O)(=O)c2ccc(OCC(C)C)cc2)cc1 | 8.5 | -1.0 | 13.1 | 9.4 | 2.9 | 3.7 | 7.0 | 23.8 | 36.9 | 0.1
38 | NC(=O)C1CCN(C(=O)CSc2nc3ccccc3o2)CC1 | 13.0 | -4.0 | -1.2 | -8.1 | 1.1 | -1.1 | -3.5 | -3.5 | -6.4 | -0.3
39 | CCOc1ccc2ncc(S(=O)(=O)c3ccccc3)c(N3CCC4(CC3)OCCO4)c2c1 | 23.2 | 8.0 | -56.3 | 29.0 | 0.5 | 3.2 | 10.1 | 7.8 | 5.3 | -0.5
40 | CC(C)(C)n1nc2c(c1NC(=O)Cc1cccc3ccccc13)CS(=O)(=O)C2 | 5.5 | -5.3 | -7.7 | 20.2 | -1.4 | 2.8 | 4.0 | 5.1 | 0.4 | -0.4
41 | CCOC(=O)C1=NN(c2ccc(Cl)cc2)C(c2ccccc2)CC1=O (stereo not given) | 23.6 | 8.8 | -17.9 | 11.1 | 6.0 | -4.1 | 7.4 | 6.9 | -0.9 | 0.1
42 | Cn1cccc1Cc1nnc(SCC(=O)NCCc2ccccc2)n1C | 8.4 | -18.7 | -26.6 | 6.7 | -3.6 | -6.8 | 8.9 | 3.9 | -6.4 | -0.1
43 | Cc1ccc(Nc2nc(-c3sc(NC(=O)c4ccccc4)nc3C)cs2)cc1 | 19.0 | 22.9 | -7.8 | -8.4 | 48.7* | 1.5 | 8.9 | 9.2 | 4.6 | 1.5
44 | Cc1c(Cl)c([N+](=O)[O-])nn1CC(=O)N1CCN(C23CC4CC(CC(C4)C2)C3)CC1 | 5.2 | -4.4 | 3.8 | 5.6 | -4.0 | 3.8 | -2.6 | 7.0 | 17.7 | 0.1
45 | CC(=O)N(C)c1ccc(N=NC2C(=O)N(C(N)=S)N=C2C)cc1 (stereo not given) | -5.1 | -16.0 | -230.3 | -92.9 | 18.0* | 4.4 | 28.7 | 0.5 | 40.6 | 4.4
46 | Cc1ccc(SC(C)C(=O)NC(N)=O)c(C)c1 (stereo not given) | 21.1 | 10.3 | -43.1 | 26.1 | -1.8 | -4.6 | 0.6 | -0.3 | 1.6 | -0.3
47 | COc1ccccc1-n1cnc2cc(NS(=O)(=O)c3ccc(Br)cc3)ccc21 | 19.0 | 37.6 | -6.8 | 24.5 | 3.1 | -0.8 | 11.2 | -0.8 | 11.2 | -0.1
48 | Cc1cccc(C)c1NC(=O)C1CCCN1C(=O)NCc1ccccc1 (stereo not given) | 20.1 | 2.2 | -6.3 | -5.9 | -3.4 | 0.9 | -5.9 | 1.5 | -7.7 | 1.2
49 | CCOC(=O)N1CCN(C2CC(=O)N(c3ccc(Cl)c(Cl)c3)C2=O)CC1 (stereo not given) | 28.4 | nt | -22.4 | nt | 2.1 | -2.7 | nt | nt | nt | nt
50 | CC(=O)c1ccc(C(=O)N2CCc3c([nH]c4ccccc34)C2c2ccccn2)s1 (stereo not given) | 13.1 | 16.0 | -4.8 | -34.1 | 0.5 | 16.7 | 6.5 | 1.4 | -16.7 | 0.3

Source: PubChem BioAssay
